Bioassay records (PubChem BioAssay)
OX1R FRET antag = blocks the human orexin 1 receptor | OX1R-expressing cells, FRET antagonist read-out | inhibition, % at 6.6 µM | 1.8% of 330,000 active | AID 485270; in the data active = inhibition mostly above about 38%, no sharp cut-off; inactive = mostly below about 40%;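 also: 0% = agonist challenge alone and 100% = reference antagonist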
Target sequence (O43613 whole entry, looked up): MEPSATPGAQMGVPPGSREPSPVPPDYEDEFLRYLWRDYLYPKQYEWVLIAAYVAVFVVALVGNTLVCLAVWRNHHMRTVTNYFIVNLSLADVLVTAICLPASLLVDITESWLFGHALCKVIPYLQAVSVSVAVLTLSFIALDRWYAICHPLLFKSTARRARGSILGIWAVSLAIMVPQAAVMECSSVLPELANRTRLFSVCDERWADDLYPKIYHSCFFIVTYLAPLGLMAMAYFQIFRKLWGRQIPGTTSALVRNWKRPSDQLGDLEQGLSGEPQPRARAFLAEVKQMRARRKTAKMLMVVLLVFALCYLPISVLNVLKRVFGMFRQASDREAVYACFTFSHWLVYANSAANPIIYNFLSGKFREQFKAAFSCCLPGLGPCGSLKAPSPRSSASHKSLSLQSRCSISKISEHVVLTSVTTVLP
KCNQ2 inh = KCNQ2 channel blockers in CHO-K1 cells – cell-based, FluxOR thallium flux, B-score, primary screen (AID 2156) | 1.1% of 310,000 active | 20 min; stronger effect = lower value | B-score at 10 µM | O88943;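 active = fluorescence ratio B-score at most minus 3 library SDs, with starting brightness B-score within 2 library SDs, cut at about -5.5 in these data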
STK33 kinase inh = inhibitors of human STK33 kinase; Q9BYT3; purified STK33, MBP phosphorylation, ADP-Glo luminescence; 0.073% of 320,000 active; inhibition, % at 10 µM;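 active = inhibition at or above 25%, using the most active replicate where run in duplicate; inactive = inhibition below 25%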
Target sequence (Q9BYT3 whole entry, looked up): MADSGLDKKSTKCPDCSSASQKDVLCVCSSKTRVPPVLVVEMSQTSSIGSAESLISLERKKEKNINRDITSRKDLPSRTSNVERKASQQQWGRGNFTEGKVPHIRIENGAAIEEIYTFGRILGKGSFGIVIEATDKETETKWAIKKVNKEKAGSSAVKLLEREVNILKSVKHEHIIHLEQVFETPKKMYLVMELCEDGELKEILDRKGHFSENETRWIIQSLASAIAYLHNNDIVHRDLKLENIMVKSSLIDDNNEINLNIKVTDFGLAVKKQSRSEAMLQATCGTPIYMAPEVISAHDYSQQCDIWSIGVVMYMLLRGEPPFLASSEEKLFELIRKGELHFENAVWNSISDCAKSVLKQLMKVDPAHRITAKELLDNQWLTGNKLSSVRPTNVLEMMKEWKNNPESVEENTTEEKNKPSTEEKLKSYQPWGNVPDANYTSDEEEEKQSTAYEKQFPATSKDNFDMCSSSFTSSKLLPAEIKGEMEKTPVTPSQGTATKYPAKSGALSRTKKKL
Active calls of the source: *; i = inactive; x = not tested or not shown.

Under each structure – STK33 kinase inh | KCNQ2 inh | OX1R FRET antag
COc1ccc([N+](=O)[O-])cc1NS(=O)(=O)c1ccc(Cl)c(C(=O)Nc2sc3c(c2C#N)CCCCC3)c1
  -1.2 | i | 4
CCOC(=O)c1c(NC(=O)c2cccc(N3C(=O)CCC3=O)c2)sc2c1CCN(CC)C2
  0.3 | i | 6
CCC(=O)n1nc(-c2ccc(Cl)cc2)nc1NCc1ccccc1
  -0.4 | i | 18
CCc1cccc(C)c1NC(=O)COC(=O)C1CCN(S(=O)(=O)c2ccccc2)CC1
  -3.9 | i | 5
O=C(Nc1ncccn1)c1cc(-c2cccc(Br)c2)nc2ccccc12
  -1.0 | i | 12
COc1cc(CN2CCN(S(=O)(=O)c3ccc(F)cc3)CC2)cc(OC)c1OC
  -0.1 | i | 9
Nc1c2c(nc3ccn(Cc4ccccc4)c(=O)c13)CCC2
  -1.3 | i | 12
Cc1cccc2c1NC(=O)C2(O)N1CCCC(C)C1 (stereo not given)
  -2.0 | i | 2
CCOC(=O)c1cnn(CCOC(=O)c2cccc(F)c2)c1NC(=O)c1cccc(F)c1
  0.0 | i | 18
CC1(C)CC(=O)C2=C(C1)N(c1ccc(F)cc1)C(=O)C2(O)C(F)(F)F (stereo not given)
  0.7 | i | 12
O=C(COC(=O)CCCc1c[nH]c2ccccc12)Nc1ccc2c(c1)OCO2
  3.4 | i | 5
CN(CC(=O)Nc1ccc(Cl)cc1F)C1CCS(=O)(=O)C1 (stereo not given)
  -0.4 | x | -1
O=C(NNC(=O)c1ccccc1-n1cccc1)c1ccc(Cl)cc1
  0.0 | i | 3
CCOC(=O)C1CCCN(Cc2cccc(Oc3ccccc3)c2)C1 (stereo not given)
  -0.3 | i | 14
N#Cc1ccccc1Cn1cc(/C=N/Nc2ccc([N+](=O)[O-])cn2)c2ccccc21
  -1.6 | i | 26
CCOC(=O)c1ccc(-c2ccc(C3Nc4ccccc4C(=O)N3O)o2)cc1 (stereo not given)
  -0.8 | i | 17
COC(=O)c1ccccc1NC(=O)CN(C)Cc1ccccc1
  -1.7 | i | 21
Cc1ccc(C)c(NC(=O)C2CCN(S(=O)(=O)c3ccc4c(c3)NC(=O)CO4)CC2)c1
  -0.6 | i | 10
COc1ccc(S(=O)(=O)N(CC(=O)NC2CC2)c2ccc(C)cc2)cc1
  0.2 | i | 23
COc1ccc(NS(=O)(=O)c2cccc3cccnc23)cc1OC
  -0.7 | i | 8
CCCCNC(=O)OCCNC(=O)NC
  -0.7 | i | 14
CCCc1sc(N)nc1-c1ccc(C)cc1
  -0.8 | i | 23
O=C(Nc1ccc(Br)cc1F)C1CCN(c2nnc(-n3cccc3)s2)CC1
  -0.1 | i | 9
N#CC1=C(SCC(=O)NC2CC2)NC(=O)C(C#N)C12CCCCC2 (stereo not given)
  -0.5 | i | 4
Nc1ccc(C(=O)N/N=C/c2sc(N3CCOCC3)nc2-c2ccccc2)cc1
  0.2 | i | 12
COc1ccc(OC)c(N/C=C/C(=C(C#N)C#N)N(C)C)c1
  4.8 | i | 44
COc1ccc(CCNC(=O)COC(=O)c2cc3ccccc3oc2=O)cc1OC
  -1.3 | x | 12
CCOc1ccc(-c2csc(NC(=O)CSC3=NC(=O)CN3C(C)=O)n2)c2ccccc12
  0.6 | i | 31
CCOc1cc(/C=N/NC(=O)CSc2nncn2C)ccc1OCc1cccc(C)c1
  x | i | 11
COC(=O)C/C=C/[C@@H](C)[C@@H](/C=N/OC[C@@H](C)[C@H](OCc1ccccc1)C(C)C)NS(=O)(=O)c1ccc(C)cc1
  -1.1 | i | 17
Cc1cc(C)c2c(CN3CCN(Cc4ccccc4)CC3)cc(=O)oc2c1C
  -1.4 | i | -5
CCn1c(SCc2cccc(C(=O)O)c2)nnc1-c1ccc(Cl)cc1
  -0.7 | i | x
O=C(NNC(=O)c1cc(OCC(F)(F)F)ccc1OCC(F)(F)F)c1cccc(C(F)(F)F)c1
  -0.8 | i | 0
O=C(CC1NCCN(Cc2ccccc2)C1=O)Nc1ccccc1 (stereo not given)
  -0.9 | i | 11
CC(=O)OCCOc1nc(NC(C)C)nc(NC(C)C)n1
  -0.8 | i | 10
O=C(O)c1ccc2c(c1)C(=O)N(Cc1ccc3c(c1)OCO3)C2=O
  -1.2 | i | 7
OCCOCCOc1ccccc1OCCOCCO
  -1.0 | i | -2
COc1ccc(N2CCN(C(=O)CSc3ccc(C)cc3)CC2)cc1
  -2.7 | i | 14
O=C(Nc1cccc(S(=O)(=O)NC2=NCCC2)c1)c1cnc(Cl)c(Cl)c1
  -0.2 | x | -1
COC(=O)CSc1nnc(SCc2ccc(OC)cc2)s1
  -0.1 | i | 8
CCOC(=O)C1=C(N)Oc2cc(O)ccc2C1c1cccnc1 (stereo not given)
  0.7 | i | 9
CCN(CC)S(=O)(=O)c1ccc(-c2nnc(SCc3nnc(-c4ccc(C)cc4)o3)n2CC)cc1
  0.1 | i | 13
COc1ccc(OC)c(NC(=O)c2c3c(nc4ccccc24)CCC3)c1
  -1.5 | -6.1* | 14
CN(C)c1cccc(C(=O)NCC2CCCO2)c1 (stereo not given)
  -0.4 | i | -1
CCn1cc(C(=O)NC2CCCCC2C)c(=O)c2ccc(C)nc21 (stereo not given)
  -0.9 | i | 22
O=C(COC(=O)c1cc([N+](=O)[O-])ccc1NCCO)Nc1cccc(S(=O)(=O)N2CCCC2)c1
  -1.0 | i | 26
CNC(=S)N=Nc1c(O)[nH]c2ccc(C(C)C)cc12
  -2.5 | i | 20
Cc1ccc(SCC(=O)NCc2ccncc2)cc1
  -0.1 | i | 3
CSc1ccccc1NC(=O)c1cc(Cl)sc1Cl
  0.3 | i | 1
COC(=O)C1=C(C)N(c2ccc(Br)cc2)C(=O)/C1=C\c1ccco1
  -1.2 | i | 21
Cc1cnc(C(=O)Nc2nnc(C)s2)cn1
  -1.1 | i | 6
O=C(Cc1n[nH]c(=O)c2ccccc12)OCC(=O)c1ccc(F)c(F)c1
  -0.9 | i | 7
Cc1cc2nc(C(F)(F)F)cc(-c3cccs3)n2n1
  -0.7 | i | 10
CC(NS(=O)(=O)c1ccccc1)C(c1cccs1)N1CCN(C)CC1 (stereo not given)
  -1.1 | i | 9
CS(=O)(=O)N(CC(=O)NCC1CCCO1)c1ccc(Cl)c(Cl)c1 (stereo not given)
  0.8 | i | 8
Cc1cccc(NC(=S)NC23CN4CN(CN(C4)C2)C3)c1C
  0.3 | i | 11
Cn1c(=S)ccc2ccccc21
  0.0 | i | 19
OCCC1CN(CCCc2ccccc2)CCN1Cc1ccc(F)cc1 (stereo not given)
  1.2 | i | 4
COC(=O)c1ccc(CSc2nnc(C)s2)cc1
  1.3 | i | 14
CC(C)CCSc1nc2c(c(=O)[nH]c(=O)n2C)n1CCCc1ccccc1
  0.8 | i | 4

Overlap with the part before: seven compounds, then new ones.
Under each structure – STK33 kinase inh | KCNQ2 inh | OX1R FRET antag
CC(NS(=O)(=O)c1ccccc1)C(c1cccs1)N1CCN(C)CC1 (stereo not given)
  -1.1 | i | 9
CS(=O)(=O)N(CC(=O)NCC1CCCO1)c1ccc(Cl)c(Cl)c1 (stereo not given)
  0.8 | i | 8
Cc1cccc(NC(=S)NC23CN4CN(CN(C4)C2)C3)c1C
  0.3 | i | 11
Cn1c(=S)ccc2ccccc21
  0.0 | i | 19
OCCC1CN(CCCc2ccccc2)CCN1Cc1ccc(F)cc1 (stereo not given)
  1.2 | i | 4
COC(=O)c1ccc(CSc2nnc(C)s2)cc1
  1.3 | i | 14
CC(C)CCSc1nc2c(c(=O)[nH]c(=O)n2C)n1CCCc1ccccc1
  0.8 | i | 4
CC(NC(=O)Nc1ccccc1O)(C(F)(F)F)C(F)(F)F
  -2.0 | i | 43
Cc1[nH]n(-c2ccc([N+](=O)[O-])cc2)c(=O)c1C=NCCN1CCN(C(=O)c2ccccc2)CC1
  0.5 | i | 21
CCOC(=O)/C(=C/c1ccc(OC(=O)c2ccncc2)cc1)C(C)=O
  0.4 | -5.7* | -7
COc1cc(CNC(=O)CCCC/C=C/C(C)C)ccc1O
  -0.7 | x | 27
CCOC(=O)C1CCCN(C(=O)c2ccc(CS(=O)(=O)c3ccc(Br)cc3)o2)C1 (stereo not given)
  -1.3 | i | 15
Cn1c(=O)n(C)c2cc(S(=O)(=O)N3CCN(c4ccccc4)CC3)ccc21
  -1.3 | i | 6
CCCC(=O)N(Cc1cc2cccc(C)c2[nH]c1=O)c1ccccc1OC
  0.2 | i | 15
COc1cc(C(=O)Oc2ccc(Br)cc2C(=S)N2CCOCC2)cc(OC)c1OC
  -0.7 | i | 14
CC(NC(=O)COC(=O)Cc1ccsc1)C1CC2CCC1C2 (stereo not given)
  0.6 | i | 12
Cc1[nH]c(=O)c(C#N)c2c1COC(C)(C)C2
  -2.8 | i | 30
CC(C)C(=O)Nc1ccc(C(=O)Nc2ccc(Br)cc2F)cc1
  0.0 | i | 13
Cc1ccc(C)c(OCCC(=O)OCC(=O)c2c(N)n(C)c(=O)n(C)c2=O)c1
  1.3 | i | 16
Cc1ccc(S(=O)(=O)N2CCCCC2)cc1C(=O)N1CCCC1
  -0.8 | i | 19
O=[N+]([O-])c1cc(C(F)(F)F)ccc1N1CCC(O)CC1
  -3.1 | i | 12
CCCCCCCCCCCC(=O)NC(C(=O)O)C(O)c1ccccc1 (stereo not given)
  0.6 | i | -3
COc1ccc(S(=O)(=O)NCC(c2cccnc2)N2CCN(Cc3ccccc3)CC2)cc1C (stereo not given)
  -1.0 | i | 4
Cc1cccc(N2CCN(CC(=O)NCC3CCCCC3)CC2)c1C
  -0.3 | i | -2
COc1ccc(C2CC(=O)C3=C(C2)NC(C)=C(C(=O)Nc2ccccc2C)C3c2coc3ccc(C)cc3c2=O)cc1OC (stereo not given)
  12 | x | 7
Cc1cc(C)n(C(=O)c2ccc(C)o2)n1
  -0.3 | i | 8
CCCN(CCC)c1ncnc2c1cnn2-c1ccc(OC)cc1
  -0.2 | i | 27
CCCCNc1nc2c(S(=O)(=O)c3ccccc3)nnn2c2ccccc12
  -2.8 | i | 2
CCOC(=O)Cc1csc(NC(=O)CSc2ncnc3c2cnn3-c2ccc(OC)cc2)n1
  1.7 | i | 80*
CC(=O)Oc1ccc(Nc2ccccc2)cc1
  -0.6 | i | 50*
Cc1ccc(Cl)cc1N1CCN(C(=O)Cc2ccc(-n3c(=O)[nH]c4ccsc4c3=O)cc2)CC1
  0.1 | i | 0
O=C(CSc1nnc(-c2ccccc2)o1)NC1CCCCC1
  -1.0 | i | 19
CCn1c(C)nc2cc(S(=O)(=O)C(F)(F)F)ccc21
  -2.2 | i | 28
COc1cc(NC(=O)CSc2ccc(-c3ccco3)nn2)cc(OC)c1
  -2.1 | i | 41
Cc1ccc(NC(=O)Cn2nnc(C(=O)NCc3ccc4c(c3)OCO4)c2N)cc1
  -2.0 | i | 3
CC(=O)Oc1c(C)c2c3c(c1OC(C)=O)[C@@H](C)CC[C@@H]3[C@@H](C)C[C@H]2C=C(C)C
  0.3 | x | 1
Cc1cc(NC(=O)c2ccccc2Cl)n(C(C)(C)C)n1
  -1.4 | i | 2
Cc1ccnc(NC(c2cccnc2)c2ccc3cccnc3c2O)c1 (stereo not given)
  -0.7 | i | 14
Cc1cc(C)nc(SCC(=O)Nc2ncc(C(F)(F)F)cc2Cl)n1
  -1.2 | i | 6
CCOC(=O)Cc1csc(NS(=O)(=O)c2ccc(Cl)cc2)n1
  -1.1 | i | 9
COc1ccc([C@@H]2CC=C(C(=O)O)[C@H](c3ccc(Cl)cc3)N2S(=O)(=O)c2ccc(Cl)cc2)cc1
  -1.7 | x | 43
COC(=O)CSc1nc(SCc2ccc(C)cc2)nc2c1CCCC2
  -1.5 | i | 20
COc1ccc(-n2nc(C(=O)NCC(=O)N3CCCCCC3)c3ccccc3c2=O)c(OC)c1
  -0.2 | i | 45
CS(=O)(=O)c1ccc(CNC(=O)C2(C(F)(F)F)C/C(=C\Cc3ccccc3)CCCO2)cc1 (stereo not given)
  -1.0 | i | 11
NC(=O)N=Nc1c2[nH]c3ccccc3nc-2c2ccccc12
  0.7 | i | 71*
CCCCNC(=O)CCSc1ccc(C)cc1
  -2.4 | i | 4
Oc1cccc(C(=S)N2CCCCC2)c1
  0.7 | i | 5
COc1ccc(/C=N/NC(=O)CCn2cnc(-c3ccccc3)c2-c2ccccc2)cc1OC
  0.9 | i | 18
COc1cc(SC)ccc1C(=O)NC1CCCCC1
  -0.4 | i | 15
CC(Oc1ccccc1F)C(=O)NNC(=O)C1CC(=O)N(c2ccc3c(c2)OCCO3)C1 (stereo not given)
  -0.5 | i | 16
COC(=O)c1ccc(COC(=O)c2cnc(Cl)c(Cl)c2)cc1
  -0.5 | i | 28
Cc1ccc(S(=O)(=O)N2CCN(C(=O)c3cccc(-n4cccc4)c3)CC2)cc1
  -0.9 | i | 12
O=C(CCC1N=C2c3ccccc3N=C(SCC(=O)NCc3ccco3)N2C1=O)NCc1ccco1 (stereo not given)
  0.3 | i | 14
